# PfGluPho inh: PfG6PD enzyme inhibitors, primary screen, biochemical, fluorescence intensity, uHTS; inhibition, % at 20 µM; actives 0.78% (n = 350,000); AID 504690, 2011; PfGluPho enzyme, NADPH resazurin-diaphorase fluorescence; glucose-6-phosphate dehydrogenase-6-phosphogluconolactonase (Plasmodium falciparum 3D7);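 active = inhibition reaching at least a set limit at 20 µM in the primary screen, cut at about 59% in these data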;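 note: 0% = DMSO wells with substrate and 100% = DMSO wells lacking glucose-6-phosphate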
# hIAP act: human IAP activators, primary screen, biochemical, luminescence, uHTS; Intestinal-type alkaline phosphatase (Homo sapiens), P09923; purified human IAP, CDP-Star luminescence, 30 min; stronger effect = higher value; 1 = vehicle-only enzyme, 0 = enzyme-free background; activation factor at 10 µM; actives 0.16% (n = 330,000); AID 2524, 2010;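 active = activation factor of the enzyme at least 2-fold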; note: the source names both 10 and 20 µM as test concentration; values of inactives mirror those of a sister screen read the other way
# Target sequence (P09923 whole entry, looked up): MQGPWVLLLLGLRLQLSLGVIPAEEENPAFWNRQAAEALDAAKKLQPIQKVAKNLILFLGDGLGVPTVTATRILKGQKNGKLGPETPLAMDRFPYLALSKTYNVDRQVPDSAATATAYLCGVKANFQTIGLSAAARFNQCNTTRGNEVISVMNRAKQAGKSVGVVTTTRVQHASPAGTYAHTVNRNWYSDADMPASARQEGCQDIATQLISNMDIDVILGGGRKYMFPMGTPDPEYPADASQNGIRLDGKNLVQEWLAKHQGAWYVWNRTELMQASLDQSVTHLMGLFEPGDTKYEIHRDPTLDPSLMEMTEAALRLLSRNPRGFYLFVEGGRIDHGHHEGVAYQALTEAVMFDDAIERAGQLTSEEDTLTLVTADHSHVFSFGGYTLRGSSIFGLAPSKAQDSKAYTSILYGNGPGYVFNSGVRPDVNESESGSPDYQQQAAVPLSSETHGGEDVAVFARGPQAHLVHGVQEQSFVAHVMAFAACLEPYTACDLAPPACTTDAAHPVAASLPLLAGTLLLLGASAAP
# SENP1 FRET inh: human SENP1 catalytic domain inhibitors, primary screen, biochemical, FRET, uHTS | Sentrin-specific protease 1 (Homo sapiens), Q9P0U3 | recombinant SENP1 catalytic domain, CyPet-SUMO1-YPet FRET cleavage | inhibition, % at 10 µM | actives 0.21% (n = 360,000);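 active = inhibition at least 30% at 10 µM, raw YFP signal under a set limit, fluorescence ratio 0.5 to 1.5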;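 note: 0% = enzyme with DMSO and 100% = no enzyme wells; some results filed as inactive read as strong as hits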
#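 Assay system – human recombinant His6-tagged SENP1 catalytic domain enzyme · Input – SENP1 enzyme, 20 pM final · Buffer or medium – Tris pH 8 buffer plus EDTA, NaCl, BME, BSA, NP40, catalase · Schedule – 50 min reaction at room temperature · Technique – FRET read of cyan and yellow fluorescence · Control set – no-enzyme wells low, DMSO-plus-enzyme wells high control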
# GRIN3A LBD mod: binders of NR3A ligand-binding domain, primary screen, biophysical, differential scanning fluorimetry, uHTS. NR3A LBD differential scanning fluorimetry, Tm shift; 0% = protein alone, 100% = glycine-bound protein. Tm shift relative to glycine control, % at 25 µM. actives 2.5% (n = 340,000);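 active = melting temperature shift of at least 10% of the positive control shift, at one fixed dose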
# SENP8 block: human SENP8 protease inhibitors, primary screen, biochemical, fluorescence, Nedd8 protein substrate, uHTS; recombinant SENP8; AID 602440, 2012; actives 0.64% (n = 360,000); inhibition, % at 20 µM; in the data active = inhibition mostly above about 40%, no sharp cut-off; inactive = mostly below about 27%
# SENP6 inh: SENP6 protease inhibitors, primary screen, biochemical, luminescence, uHTS; Sentrin-specific protease 6 (Homo sapiens), Q9GZR1; Recombinant SENP6 catalytic domain, aminoluciferin luminescence; inhibition, % at 10 µM; actives 1.8% (n = 330,000);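 active = inhibition above about 50% at the single tested dose, limit read from the data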;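 note: plate controls were DMSO wells with enzyme for no effect and DMSO wells lacking enzyme for full effect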
# ATG4B inh: ATG4B protease inhibitors, primary screen, biochemical, fluorescence, uHTS | Cysteine protease ATG4B (Homo sapiens), Q9Y4P1 | ATG4B cleavage of LC3-PLA2, NBD-HPC fluorescence, 1 h | inhibition, % at 8.33 µM | actives 0.51% (n = 340,000); in the data active = inhibition above about 40%
# Target sequence (Q9Y4P1 whole entry, looked up): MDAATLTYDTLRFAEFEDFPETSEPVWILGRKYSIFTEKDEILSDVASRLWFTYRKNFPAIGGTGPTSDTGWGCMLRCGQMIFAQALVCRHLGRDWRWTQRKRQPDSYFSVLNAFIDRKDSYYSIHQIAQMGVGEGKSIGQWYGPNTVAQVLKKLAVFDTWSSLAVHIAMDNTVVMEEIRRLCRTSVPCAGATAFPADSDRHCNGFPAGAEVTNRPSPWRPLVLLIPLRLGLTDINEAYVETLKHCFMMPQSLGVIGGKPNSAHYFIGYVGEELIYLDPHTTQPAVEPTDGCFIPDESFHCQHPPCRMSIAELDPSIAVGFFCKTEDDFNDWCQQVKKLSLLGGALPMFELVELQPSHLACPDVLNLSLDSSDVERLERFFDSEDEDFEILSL
# MPTP inh: mitochondrial permeability transition pore inhibitors, primary screen, biochemical, isolated mouse mitochondria, absorbance; Ca2+ swelling absorbance, 30 min; inhibition, % at 10 µM; actives 1.4% (n = 360,000); AID 602449, 2012;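 active = inhibition of 50% or more, scaled per plate between neutral and stimulator controls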;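 note: 0% = DMSO wells given calcium and 100% = 1 mM EGTA wells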
# Active calls of the source: *; . = not tested or not shown.
SMILES,PfGluPho inh,hIAP act,SENP1 FRET inh,GRIN3A LBD mod,SENP8 block,SENP6 inh,ATG4B inh,MPTP inh
CCN1CC=C2C(C1)C(c1ccc(Cl)s1)C(C#N)=C(N)C2(C#N)C#N (stereo not drawn),17,.,-25,-6,-172,.,-12,2.0
C=CCNc1nc(C(=O)OCC(=O)Nc2cccc(SC)c2)cs1,1,0.81,1,-1,7,-1,-2,0.5
Cc1cc(SCC(=O)N2CCC(c3noc4ccc(F)cc34)CC2)nc2ccccc12,-4,0.9,0,-8,-4,-7,20,-2.1
N#Cc1ccc(OCC(=O)N(C2CCCCC2)C2CCS(=O)(=O)C2)cc1 (stereo not drawn),13,0.89,0,1,8,-4,-52,-1.6
O=C(NC1CCCN(Cc2ccccc2F)C1)c1cccc(N2CCCC2=O)c1 (stereo not drawn),-13,1.1,-1,-2,5,3,3,0.0
CCCN(CCC)CCNC(=O)CCC(=O)Nc1ccc2nc(N3CCOCC3)cc(C)c2c1,4,1.2,-38,-2,-317,1,-2,0.3
CCOC(=O)/C=C1\SCC(=O)N1CC(=O)NCCc1ccc(F)cc1,14,1.2,0,-3,3,8,-4,1.3
Cc1cc(C)n(C(=O)CNC(=O)COc2ccccc2)n1,3,1,3,-2,27,-1,1,-0.7
Cc1ccc(Cn2ncc3c(N4CCN(c5ccccc5C)CC4)ncnc32)cc1,-3,0.99,0,0,24,-10,-5,2.2
CC1CCCCC1NC(=O)c1ccc(CSc2nc3ccncc3[nH]2)cc1 (stereo not drawn),2,1.4,1,3,12,-11,-13,-0.8
CCOC(=O)CSc1nc(N)c(C#N)c(CC(C)C)c1C#N,24,0.92,-1,2,-59,-10,-3,1.7
Cc1ccc(-c2cc(C(=O)NNC(=O)c3csc(N4CCOCC4)n3)c3ccccc3n2)cc1,-35,1.6,4,-6,-100,-6,-13,-0.5
Cc1cccc(C)c1Nc1nnc(SCC(=O)NC2CCS(=O)(=O)C2)s1 (stereo not drawn),6,0.93,-2,1,14,5,1,-0.7
C=CCN(C(=O)CNC(=O)c1ccco1)C(C(=O)NC1CCCCC1)c1ccc(OC)cc1OC (stereo not drawn),8,0.88,0,0,7,-2,3,-0.2
O=C(NCCc1ccccc1)c1cccc(NC(=O)C2CC2)c1,-1,.,-2,-1,3,.,2,0.4
O=S(=O)(NCc1ccccn1)c1cc(OCC(F)(F)F)ccc1OCC(F)(F)F,4,1,1,0,20,-15,-11,1.4
Cc1ccccc1NC(=O)CN1CCN(Cc2ccccc2)CC1,7,1,1,0,5,2,-1,-0.5
COc1ccc(-n2c(C)c(C(=O)O)c3cc(OC)c4ccccc4c32)cc1,20,0.95,4,2,-198,3,-6,1.5
Cn1c(=O)c2nc(SCCO)n(C)c2n(C)c1=O,-1,.,1,0,7,.,-2,-0.5
CCC(CC)C(=O)c1c[nH]c(C(=O)N2CCN(c3ccccc3F)CC2)c1,-13,1.1,-1,-3,14,9,-8,7.7
Cc1ccccc1C(=O)NCCN1CCOCC1,6,1,2,2,1,-20,1,-3.2
CC(C)NC(=O)CC(=O)N/N=C/c1ccccc1F,-11,0.97,3,0,13,-13,-3,-3.7
Cc1ccccc1-c1cc2nc(-c3ccc([N+](=O)[O-])cc3)cc(=O)n2[nH]1,-17,0.77,5,0,-5,18,1,30
CN(Cc1ccc(Br)cc1)C(=O)CCN1C(=O)c2cccc([N+](=O)[O-])c2C1=O,-8,0.88,-5,-4,16,-7,-1,-3.5
Cc1ccnc(NS(=O)(=O)c2cccc([N+](=O)[O-])c2)c1,5,0.94,0,-1,21,-15,-7,-0.8
CC(C)Cc1nc2n[nH]c(N)c2c2c1CCCC2,6,1.3,-4,2,-6,-5,2,-14
CCOc1cc(C#N)c(NC(=O)c2cccnc2)cc1OCC,-17,1.1,3,-5,9,4,-3,2.0
CCOC(=O)c1ccc(NC(=O)c2c(C)[nH]c(C(=O)OCC)c2C)cc1,0,0.89,-1,4,12,-13,-16,-1.8
Cc1ccc(NC(=O)c2c3c(nc4ccccc24)CCC3)cc1,7,0.93,2,-1,5,-20,-3,0.3
CN(C(=O)CCCN1CCCC1=O)C1CCCN(Cc2ccccc2F)C1 (stereo not drawn),7,0.98,-1,0,2,2,-3,0.3
Cc1ccc(N2CN(S(=O)(=O)c3cccc([N+](=O)[O-])c3)c3nc4ccccc4nc32)cc1,-4,0.95,2,0,-3,13,-1,5.9
O=C(CN1C(=O)c2cccc3cccc1c23)Nc1ccc2c(c1)OCO2,5,1,-12,-1,-22,2,-4,-2.4
Nc1cccc(Nc2nc(OC(C(F)(F)F)C(F)(F)F)nc(OC(C(F)(F)F)C(F)(F)F)n2)c1,24,0.99,-1,7,30,-1,11,20
Cc1ccc(C(=O)C(C)OC(=O)C2=COCCO2)cc1C (stereo not drawn),-2,0.97,2,0,19,13,-8,0.1
COc1ccc(NC(=O)COC(=O)c2ccc(NS(=O)(=O)/C=C/c3ccccc3)cc2)cc1,-17,0.93,0,21*,9,-5,-8,-9.0
O=C(COC(=O)c1ccco1)Nc1cc(S(=O)(=O)N2CCCCC2)ccc1Cl,10,1.1,-1,0,9,-4,-11,-0.1
O=C(CCl)N1c2ccccc2Oc2ccc3ccccc3c21,29,.,-14,0,-104,.,11,1.0
Cc1cc(=O)[nH]c(N/N=C/c2cc(C)n(-c3ccccc3)c2C)n1,12,1.3,-1,0,-263,66*,5,1.8
Cc1cc(NC(=O)COC(=O)C2CCCN2C(=O)c2cccs2)no1 (stereo not drawn),-2,0.76,3,-1,22,-3,0,-0.5
N#C/C(=C\Nc1ccccc1O)c1nc2ccccc2o1,-5,.,0,27*,-22,.,20,77*
O=C(COC(=O)c1cnccn1)c1ccc([N+](=O)[O-])cc1,79*,1.2,1,1,16,21,7,0.8
CCOc1cc(NC(=S)Nc2ccccc2)c(OCC)cc1NC(=O)c1ccccc1,6,0.92,-11,-11,7,12,3,2.1
CCOC(=O)Nc1ccc2c(c1)N(C(=O)N(C)C)c1ccccc1CC2,6,1,1,-7,14,-18,-5,-2.2
Cc1cc(NC(=O)COC(=O)COc2ccc3c4c(c(=O)oc3c2)CCC4)no1,-10,1,0,0,-140,2,1,-1.6
CN(C)C(=O)CCc1ccc2c3c([nH]c2c1)[C@]1(C)[C@@H](C(=O)N2CCOCC2)C[C@H](CC(=O)NC(C)(C)C)C(=O)N1CC3,10,.,-1,2,-1,.,-10,1.2
COc1ccc(-n2c(SCC(=O)Nc3nccs3)nnc2-c2ccc(Cl)cc2)cc1,13,.,3,4,12,.,0,1.9
O=C1[C@@H](Oc2ccccc2)[C@@H](c2ccncc2)N1c1ccccc1,23,.,7,2,0,.,-8,-2.3
CCOC(=O)c1nnn(-c2nonc2N)c1COc1ccc(F)cc1,13,0.88,-2,1,24,-5,-5,-0.3
CCC(c1nnc(SCC(=O)Nc2c(F)cccc2F)n1Cc1ccccc1)N(C)C (stereo not drawn),-14,0.99,0,2,-2,-10,0,0.1
COC(C[C@H](O)[C@@H](C)[C@H](O)COCc1ccccc1)OC,-4,0.88,-1,0,-3,1,5,-2.3
Fc1ccc(N/N=C/c2cccnc2)c(F)c1,13,0.98,-1,0,7,-3,-5,0.7
O=C(NCCN1CCOCC1)c1cccc(S(=O)(=O)N2CCCCCC2)c1,2,0.89,1,1,20,-4,-11,-0.1
C[C@H]1CN([C@@H](C)CO)C(=O)c2cc(Br)cnc2O[C@H]1CN(C)C(=O)c1ccc2c(c1)OCO2,-12,.,0,.,19,.,.,-0.4
COc1cc(NC(=O)CCCl)cc(-n2cnnn2)c1,-6,0.88,0,-3,-1,10,8,1.2
CC1=C(C(=O)N2CCOCC2)CC(CC(=O)NCCCCc2ccccc2)C(=O)N1Cc1ccc(F)cc1 (stereo not drawn),2,.,1,.,16,.,.,-0.2
COc1ccc(CCNC(=O)COC(=O)/C=C/c2cc(OC)c(OC)c(OC)c2)cc1OC,-9,1,3,0,-359,-19,-8,-2.1
C#CCNc1ccc(C(=O)OCC)cc1,-4,0.94,-9,-11,9,-12,-1,2.4
CC(NC(=O)CSc1ncccn1)c1ccccc1 (stereo not drawn),1,0.33,1,-1,3,-24,4,0.2
Cc1ccc(S(=O)(=O)N2[C@@H](c3ccc(Br)cc3)C(C(=O)O)=CC[C@H]2c2ccc(C(C)C)cc2)cc1,-32,1.1,-1,-4,1,-4,28,-1.4
Cc1cc(/C=N/NC(=O)C(=O)NCc2ccccn2)c(C)n1-c1ccccc1,7,1.7,3,-1,-23,-6,-8,-5.3
# Later entries
SMILES,PfGluPho inh,hIAP act,SENP1 FRET inh,GRIN3A LBD mod,SENP8 block,SENP6 inh,ATG4B inh,MPTP inh
CC(=O)c1ccc(N2CCN(C(=O)C3CCN(S(=O)(=O)c4cccs4)CC3)CC2)cc1,-11,0.97,0,2,-155,-8,-7,-1.4
c1ccc(-c2nccc(-c3ccc4c(c3)OCO4)n2)cc1,-2,0.99,-2,1,-353,27,-2,0.3
CC(=O)NC(C)C(=O)OCC(=O)c1ccc(-c2ccccc2)cc1 (stereo not drawn),-15,1,0,-3,9,-3,1,11
O=C(CNS(=O)(=O)c1ccccc1)N/N=C/c1ccc(O)cc1,8,1.2,0,-3,6,-16,-7,-0.1
O=C(O)CN1C(=O)S/C(=C\c2ccc3c(c2)OCO3)C1=O,-1,1.1,-1,0,-14,-16,-8,2.0
NC(=O)CC1C(=O)N(c2ccccc2)C(=S)N1NC(=O)c1ccccc1 (stereo not drawn),2,0.97,1,1,16,-4,-7,0.7
Cc1cc(=O)nc2c3ccccc3n(CC(=O)NC3CCCCC3)n12,-8,1.1,-3,2,-22,-13,0,-2.0
C#CCOCCOCCOCCNc1nc(N2CCN(C(=O)[C@H]([C@@H](C)CC)n3cc([C@@H](N)CC(C)C)nn3)CC2)nc(N2CCN(C(=O)[C@H](Cc3ccc(O)cc3)n3cc([C@@H](N)CC(C)C)nn3)CC2)n1,6,0.86,.,-2,.,-3,-10,.
Cc1c(OCC(=O)N[C@@H](Cc2ccccc2)C(=O)O)ccc2c1oc(=O)c1ccccc12,-28,0.99,1,-1,-197,-15,-3,0.4
Cc1ccc(S(=O)(=O)N(C)CC(=O)Nc2ccc(C)cn2)cc1,12,0.97,1,0,1,-17,-3,2.1
Clc1ccccc1CN1CCN(/N=C/C=C\c2ccco2)CC1,27,1,0,1,12,-4,1,1.3
CCN(CC)CCn1c2c(c(SCC(=O)Nc3cc(C)cc(C)c3)nc1=O)CCC2,-9,0.97,-2,0,3,-6,-6,0.4
Cc1nn(C)c(C(=O)NNC(=S)NCc2ccco2)c1Cl,-5,1.1,2,2,6,5,-1,0.8
Cc1ccc(CNC(=O)COc2ccc3c(c2)CCC3)cc1,-21,1.1,3,3,17,-6,5,-0.8

# An excerpt from above in order of the PfGluPho inh value, smallest number first:
SMILES,PfGluPho inh,hIAP act,SENP1 FRET inh,GRIN3A LBD mod,SENP8 block,SENP6 inh,ATG4B inh,MPTP inh
Cc1cc(=O)nc2c3ccccc3n(CC(=O)NC3CCCCC3)n12,-8,1.1,-3,2,-22,-13,0,-2.0
c1ccc(-c2nccc(-c3ccc4c(c3)OCO4)n2)cc1,-2,0.99,-2,1,-353,27,-2,0.3
O=C(O)CN1C(=O)S/C(=C\c2ccc3c(c2)OCO3)C1=O,-1,1.1,-1,0,-14,-16,-8,2.0

# Compound activity deposited in PubChem by Sanford-Burnham Center for Chemical Genomics.

# Hits appear at their usual frequency; about 6.7% have a hit in one of these screens.
